Assay outcomes deposited in PubChem BioAssay by National Center for Advancing Translational Sciences (NCATS).
POLB inh = DNA polymerase beta (human) inhibition; actives 1.3% (n = 340,000); Pol beta primer extension/strand displacement, fluorescence kinetic; P06746; Potency, µM (series often up to 114 µM), without a hit: top-dose activity change, negative = inhibition, hits mostly inhibitors; note: potency is the fitted concentration of half-maximal effect; % is set by controls: 0 for no effect and ±100 for the full control effect
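Values derive from four-parameter Hill fits of normalized kinetic data: reads at 0 and 10 min following addition of 50 nM substrate to 10 nM Pol beta preincubated 15 min with compound.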
RGS4 inhibitor = blocks human RGS4-accelerated GTP hydrolysis. P49798. Transcreener GDP fluorescence polarization, RGS4-accelerated GTP hydrolysis. Potency, µM (highest dose often 114 µM), without a hit: at the highest dose activity change, negative = inhibition, usual class: inhibitors. actives 0.039% (n = 390,000). AID 504845; note: potency is the fitted concentration of half-maximal effect; % is set by controls: 0 for no effect and ±100 for the full control effect; nearly all actives have a fitted effect of over 75% in size; some results filed as inactive show a strong effect at the top dose
Target sequence (P49798 whole entry, looked up): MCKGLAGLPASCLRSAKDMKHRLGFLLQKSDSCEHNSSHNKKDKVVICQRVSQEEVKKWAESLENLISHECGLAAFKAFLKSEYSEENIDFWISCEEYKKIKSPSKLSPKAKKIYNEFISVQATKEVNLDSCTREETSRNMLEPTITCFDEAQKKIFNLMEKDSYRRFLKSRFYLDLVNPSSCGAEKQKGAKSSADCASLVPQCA
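MLSMR compounds (23 nl, pin-transferred) preincubated 10 min at room temperature with a 500nM (2x) first reagent, then RGS4 at 900nM (2x) plus Transcreener GDP mix added; fluorescence polarization (620/688 nm) read before and after 90 min at 30 °C.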
Anesthetic bind = candidate novel general anesthetic via apoferritin binding; P02791; apoferritin/1-aminoanthracene competitive binding, fluorescence; Potency, µM (top dose mostly 77.5 µM), inactives show top-dose activity change, negative = displacement, hits mostly inhibitors; actives 0.074% (n = 350,000); AID 485281; note: potency is the fitted concentration of half-maximal effect; % is set by controls: 0 for no effect and ±100 for the full control effect; nearly all actives have a fitted effect of over 20% in size
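Read-out: endpoint 1-AMA fluorescence, excitation 380 nm and emission 535 nm, after compounds sit 10 min at room temperature with 10 uM horse-spleen apoferritin in 50% saturated 1-AMA/PBS. Values come from four-parameter Hill fits.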
POLH inh = DNA polymerase eta (human) inhibition | Q9Y253 | recombinant Pol eta, fluorescent DNA replication assay | Potency, µM (titrated, usually from 114 µM), inactives show at the highest dose activity change, negative = inhibition, hits mostly inhibitors | actives 1.2% (n = 390,000) | AID 588591; note: potency is the fitted concentration of half-maximal effect; % is set by controls: 0 for no effect and ±100 for the full control effect
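Pol eta at 10 nM preincubated with compounds 15 min at room temperature; reaction started with fluorescent substrate (50 nM final) and read kinetically at 0 and 10 min.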
APEX1 inh = APE1 (human) endonuclease inhibition; recombinant APE1, TAMRA/BHQ-2 abasic DNA cleavage fluorescence; Potency, µM (series often up to 65.8 µM), inactives show at the highest dose activity change, negative = inhibition, actives largely listed as inhibitors; actives 0.35% (n = 350,000); AID 2517;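 note: potency is the fitted concentration of half-maximal effect; plate controls were vehicle for no effect and reference inhibitor for full effect; nearly all actives have a fitted effect of over 55% in size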
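Incision of a quenched TAMRA/BHQ-2 THF abasic-site duplex (50 nM) by 0.75 nM APE1, after 15 min compound preincubation, measured as fluorescence increase over three 60 s reads. Values normalized to buffer, DMSO and NSC13755 control wells.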
LDHA inh = blocks human lactate dehydrogenase A; actives 0.15% (n = 480,000); activity change, % (values are at about 110 or 230 µM); purified LDHA, NADH/diaphorase-resazurin fluorescence; active compounds read low; in the data active = activity change below about -30%; inconclusive = mostly about -25% to -30%;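 note: plate controls were DMSO wells for no effect and wells without enzyme for full effect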
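Human LDH5 at 2 nM final in Tris HCl pH 7.4 with 0.06 mM NADH and 0.2 mM pyruvate, reacted 5 minutes at room temperature. Remaining NADH coupled via diaphorase/resazurin; resorufin fluorescence read at 0 and 20 minutes, normalized to enzyme-free and DMSO wells.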
12-LOX inh = inhibitors of human 12S-lipoxygenase ALOX12. purified 12hLO, xylenol orange hydroperoxide absorbance. actives 1.1% (n = 580,000). Potency, µM (titrated, usually from 108 µM), for the others: at the top dose activity change, negative = inhibition, hits mostly inhibitors. P18054; note: potency is the fitted concentration of half-maximal effect; % is set by controls: 0 for no effect and ±100 for the full control effect
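Purified human 12hLO (150 nM final) in 25 mM Hepes, 0.01% Triton X-100, pH 7.0 was preincubated 15 min at room temperature with compound. Then 40 uM arachidonic acid was added, 30 min. Hydroperoxide was read by Fe-XO absorbance ratio 573/405 nm.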
POLK inh = DNA polymerase kappa (human) inhibition. Q9UBT6. purified Pol kappa, fluorescent DNA synthesis assay, 10 min. Potency, µM (top dose mostly 107 µM), without a hit: at the highest dose activity, negative = inhibition, usual class: inhibitors. actives 0.53% (n = 400,000); note: potency is the fitted concentration of half-maximal effect; % is set by controls: 0 for no effect and ±100 for the full control effect
Target sequence (Q9UBT6 whole entry, looked up): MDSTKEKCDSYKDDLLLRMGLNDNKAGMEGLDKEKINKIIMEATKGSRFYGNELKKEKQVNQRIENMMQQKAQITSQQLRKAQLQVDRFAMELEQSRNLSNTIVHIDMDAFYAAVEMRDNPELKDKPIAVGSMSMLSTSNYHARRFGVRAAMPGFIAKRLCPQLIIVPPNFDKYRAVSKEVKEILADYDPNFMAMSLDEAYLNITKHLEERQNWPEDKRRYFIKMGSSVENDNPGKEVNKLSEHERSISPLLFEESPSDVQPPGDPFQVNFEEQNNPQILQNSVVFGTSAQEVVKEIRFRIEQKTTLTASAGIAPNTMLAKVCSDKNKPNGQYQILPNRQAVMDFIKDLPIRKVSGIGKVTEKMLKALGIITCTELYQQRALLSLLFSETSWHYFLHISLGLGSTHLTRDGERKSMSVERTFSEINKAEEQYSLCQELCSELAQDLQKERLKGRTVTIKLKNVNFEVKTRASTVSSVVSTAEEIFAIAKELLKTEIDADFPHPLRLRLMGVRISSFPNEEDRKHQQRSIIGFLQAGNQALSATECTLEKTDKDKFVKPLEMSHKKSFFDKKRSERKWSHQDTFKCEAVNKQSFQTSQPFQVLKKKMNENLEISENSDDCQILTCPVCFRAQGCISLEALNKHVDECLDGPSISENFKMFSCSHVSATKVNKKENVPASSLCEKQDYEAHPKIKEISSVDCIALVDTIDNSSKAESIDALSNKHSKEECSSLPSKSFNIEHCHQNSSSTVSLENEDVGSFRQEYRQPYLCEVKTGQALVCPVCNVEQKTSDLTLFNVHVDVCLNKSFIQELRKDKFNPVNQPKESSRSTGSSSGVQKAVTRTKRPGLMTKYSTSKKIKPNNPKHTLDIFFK
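Enzyme at 10 nM met test compounds for 15 min at room temperature. Substrate addition (50 nM final) began the reaction, which was monitored by fluorescence at 0 and 10 min.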
ERG Ets-DNA blk = inhibitors of human ERG Ets domain-DNA interaction. fluorescence polarization, His-ERG Ets domain / labelled DNA. Potency, µM (series often up to 76.9 µM), without a hit: at the highest dose FP activity, negative = inhibition, most hits filed as inhibitors. actives 0.028% (n = 370,000). AID 624246; active = well fitted inhibition curve with a large enough effect in the polarisation, with a control signal flat; inconclusive = small, poorly fitted or top-dose-only effect, or effect the other way, or a change in a side signal; inactive = no such curve, though single readings can be large or run the other way; the % refers to the polarisation;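 note: polarization taken with two DNA probes labelled with fluorescein and Texas red; potency is the fitted concentration of half-maximal effect; % of control where 0% means no effect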
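His-tagged ERG Ets domain (1 uM in the protein solution; 300mM KCl, 50mM Tris-HCl, 1mM EDTA, 1mM DTT, pH 7.5) received compound, then a probe mix of 5 nM fluorescein-DNA and 100nM Texas-615-DNA. Fluorescence polarization was read for both dyes.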
The depositor's hits bear a star; i = inactive; ? = inconclusive; · = no result given; & = joins results of further samples; [ ] = another dose, or the depositor's remark. Unless noted, calls come from the whole dose curve; as a rule, active = well fitted curve in the direction sought with a large enough effect; inconclusive = small, poorly fitted or top-dose-only effect, or another doubt; inactive = no such curve, though single readings can be large; an effect the other way counts as inactive or inconclusive. Not all compounds are listed (hit frequency here may not be typical).

Keys: A = POLB inh; B = RGS4 inhibitor; C = Anesthetic bind; D = POLH inh; E = APEX1 inh; F = LDHA inh; G = 12-LOX inh; H = POLK inh; I = ERG Ets-DNA blk
> COc1cc(OC)cc(C(=O)NCCC(c2ccccc2)c2ccccc2)c1
  A: -11% | B: 26% | C: 3% | D: -7% | E: 29% | F: -1 | G: i | H: -9% | I: -8%

> COC(=O)c1ccc(CSc2nnc(-c3ccncc3)o2)cc1
  A: 1% | B: 15% | C: 2% | D: -4% | E: 15% | F: -4 | G: 2% | H: 0% | I: 7%

> Cc1cccc(NC(=O)CSc2nc(-c3ccccc3)cc(=O)[nH]2)c1C
  A: 22% | B: -9% | C: -3% | D: 0% | E: · | F: -7 | G: 4% | H: -16%[60.1 µM] | I: 0%

> COc1cccc(/C=N/NC(=O)c2cc(-c3ccccn3)nc3ccccc23)c1O
  A: · | B: ? | C: · | D: -9% | E: 0% | F: 18 | G: 164%[activator] | H: 0% | I: 8%

> COc1cc2c(cc1OC)CN(C(=O)c1cc3ccccc3oc1=O)CC2
  A: -2% | B: 0% | C: -17% | D: -14% | E: 0% | F: 0 | G: 0%[57.4 µM] | H: 5% | I: 6%

> CN1CCN(C(=O)C2CCCN(S(=O)(=O)c3ccc(Cl)cc3)C2)CC1 (stereo not given)
  A: -1% | B: 7% | C: 2% | D: -13% | E: 47%[activator] | F: -33* | G: ? | H: -2% | I: 21%

> Cc1nc2ccccc2c(=O)n1CCc1ccc(O)cc1
  A: -9% | B: 9%[56.9 µM] | C: 7% | D: -2% | E: 38% | F: -5 | G: ? | H: 5% | I: 7%

> Cc1cc2oc(=O)cc(CN3CCCc4ccccc43)c2cc1C
  A: 7% | B: 3% | C: ? | D: 2% | E: 3% | F: -1 | G: ? | H: -9% | I: -2%

> COCc1cc(C)nc(Nc2ccccc2OC)c1C#N
  A: 4% | B: 5% | C: -1% | D: -12% | E: -1% | F: -10 | G: 0% | H: -6% | I: 2%

> COc1cc([N+](=O)[O-])cc(CN2CCCCC2)c1O
  A: 30% | B: 22% | C: -11% | D: 2% | E: 0% | F: -2 | G: -15% | H: -1% | I: -13%

> O=S(=O)(Nc1cccc(-c2ccc(N3CCCCCC3)nn2)c1)c1cccc(F)c1
  A: 0%&1% | B: 23%&-9% | C: -10%&4% | D: -21%&-19% | E: 2% | F: -6&-2 | G: 53%&-22%[activator] | H: -13% | I: 1%&0%

> CC(=O)CSc1nnc(-c2ccc(S(=O)(=O)N3CCOCC3)cc2)n1C
  A: 0% | B: 10% | C: -5% | D: -18% | E: 51%[activator] | F: -7 | G: 0% | H: -3% | I: 5%

> CCOc1ccc(C(C)=O)cc1CC(C(N)=O)C(N)=O
  A: 30% | B: -25% | C: 2% | D: -14% | E: 0% | F: -5 | G: 15% | H: -4% | I: -13%

> COc1ccc(C2C(=O)N(C3CCCCC3)CC(=O)N2CCc2ccc(OC)c(OC)c2)cc1 (stereo not given)
  A: 7% | B: 13% | C: -6% | D: -14% | E: · | F: -11 | G: -16% | H: -4%[60.1 µM] | I: -1%

> Cn1ncc(Cl)c1C(=O)N1CCN(S(=O)(=O)c2ccc(Cl)s2)CC1
  A: 22% | B: -6% | C: -6% | D: -8% | E: 22% | F: 1 | G: -4% | H: 2% | I: 6%

> COCCN(C(=O)c1csnn1)C(C(=O)NC1CCCC1)c1ccccc1F (stereo not given)
  A: 16% | B: -12% | C: -4% | D: -19% | E: 37% | F: -1 | G: -4% | H: -10% | I: -1%

> C=CCn1c(Cc2csc(N)n2)nnc1SCC(=O)Nc1ccc(C(=O)OCC)cc1
  A: -2% | B: -18% | C: 1% | D: -6% | E: -2% | F: 2 | G: 15% | H: -1% | I: ·

> COc1ccc(CC(=O)Nc2ccccc2N2CCCC2)cc1OC
  A: -1% | B: -43% | C: -8% | D: -6% | E: 47%[activator] | F: -4 | G: 12% | H: -14% | I: -9%

> Cc1ccc(N(CC2CO2)S(=O)(=O)c2ccc(C)cc2)cc1 (stereo not given)
  A: 6% | B: -4% | C: -11% | D: -9% | E: 1% | F: -4 | G: 1% | H: 5% | I: -12%

> CCC(NC(=O)c1ccncc1)c1ccccc1 (stereo not given)
  A: 0% | B: -21% | C: -5% | D: -14% | E: 4% | F: 0 | G: 8% | H: 7% | I: 16%

> CCCn1nnc(NC(=S)NC(=O)c2ccccc2OC)n1
  A: · | B: 1% | C: · | D: 4% | E: 8% | F: -2 | G: ? | H: 5% | I: -28%

> Cc1ccc(-n2nnnc2SCC(=O)Nc2c(C)n(C)n(-c3ccccc3)c2=O)cc1
  A: 7% | B: 12% | C: -8% | D: -17% | E: -5% | F: -2 | G: -12% | H: -4% | I: ·

> Cc1ccc2c(c1)C(=O)C(=O)N2Cc1ccccc1
  A: · | B: -33% | C: · | D: -23% | E: 9% | F: 6 | G: -28% | H: -7% | I: 7%

> O=C(C(Cl)Cl)N1c2ccccc2OCC1c1ccccc1 (stereo not given)
  A: 1% | B: -22% | C: -9% | D: -11% | E: 5% | F: -2 | G: 0% | H: -8% | I: 5%

> CCCCCCC(=O)NNC(=O)c1c(O)c2ccccc2n(CCC)c1=O
  A: 4% | B: -6% | C: -8% | D: -6% | E: -4% | F: -2 | G: -1% | H: -5% | I: 3%

Complete entries, quoted from the list. Order of screens: POLB inh	RGS4 inhibitor	Anesthetic bind	POLH inh	APEX1 inh	LDHA inh	12-LOX inh	POLK inh	ERG Ets-DNA blk
COCc1cc(C)nc(Nc2ccccc2OC)c1C#N across the screens: 4%	5%	-1%	-12%	-1%	-10	0%	-6%	2%
Cn1ncc(Cl)c1C(=O)N1CCN(S(=O)(=O)c2ccc(Cl)s2)CC1 across the screens: 22%	-6%	-6%	-8%	22%	1	-4%	2%	6%
COC(=O)c1ccc(CSc2nnc(-c3ccncc3)o2)cc1 across the screens: 1%	15%	2%	-4%	15%	-4	2%	0%	7%

Next compounds.
Keys: A = POLB inh; B = RGS4 inhibitor; C = Anesthetic bind; D = POLH inh; E = APEX1 inh; F = LDHA inh; G = 12-LOX inh; H = POLK inh; I = ERG Ets-DNA blk
> Cc1ccc2[nH]cc(C(=O)CCl)c2c1
  A: 4% | B: -36% | C: -17% | D: -28% | E: 3% | F: 1 | G: -20% | H: -5% | I: 68%[activator]

> COc1ccccc1NC(=O)Cn1cnc2sc(C(=O)Nc3cc(OC)c(OC)c(OC)c3)c(C)c2c1=O
  A: 6% | B: 12%[56.9 µM] | C: -23% | D: -5% | E: -23% | F: -1 | G: 2% | H: -11% | I: -2%

> COc1ccc2[nH]c(=O)c(CN(Cc3ccccc3)Cc3nnnn3CC3CCCO3)cc2c1 (stereo not given)
  A: -13% | B: 5% | C: -13% | D: 0% | E: 8% | F: -2 | G: 7% | H: -11% | I: ·

> O=C(N/N=C/c1ccc(N2CCOCC2)s1)c1ccccc1Br
  A: 21% | B: 8% | C: -16% | D: -22% | E: -4% | F: -6 | G: -4% | H: -11% | I: 0%

> CN(Cc1ccccc1)C(=O)CN1CCN(C(c2ccccc2)c2ccccc2)CC1
  A: ? | B: -4% | C: -4% | D: -2% | E: 1% | F: -1 | G: -20% | H: -16% | I: -7%

> Cn1cnnc1SC1c2cccc3cccc(c23)C1NS(=O)(=O)c1ccccc1 (stereo not given)
  A: 11% | B: 2% | C: 9% | D: -9% | E: 25% | F: -15 | G: -10% | H: -3% | I: 2%

> CCn1nnc2cc(C(=O)Nc3cc(Cl)ccc3C)ccc21
  A: · | B: 7% | C: · | D: 4% | E: -3% | F: -5 | G: 191%[activator] | H: -4% | I: 4%

> COc1ccc(CCNc2oc(-c3ccc(OC)c(OC)c3)nc2P(=O)(OC)OC)cc1OC
  A: 0% | B: -18% | C: -3% | D: -22% | E: 6% | F: -1 | G: -28% | H: -8% | I: -1%

> Cc1ccc(NC(=O)c2cccc(NC(=O)CCC(=O)O)c2)cc1C
  A: 1% | B: 2% | C: 0% | D: -21% | E: 1% | F: -6 | G: 2% | H: -1% | I: 13%

> O=C(NC(=S)Nc1ccc(O)cc1)c1cncc(Br)c1
  A: · | B: -31% | C: · | D: -20% | E: · | F: -17 | G: ? | H: -1% | I: -1%

> O=C(CCn1c(=O)sc2ccccc21)NCCN1CCOCC1
  A: · | B: 1% | C: · | D: -17% | E: · | F: -1 | G: 15% | H: 1% | I: 0%

> CN(Cc1cnn(C)c1)C(=O)CC1C(=O)NCCN1Cc1cccc(Oc2ccccc2)c1 (stereo not given)
  A: -2% | B: 13% | C: -5% | D: 5% | E: -8% | F: 6 | G: 1% | H: -13% | I: -4%

> O=C(CC1C(=O)NCCN1Cc1cccc(C(F)(F)F)c1)NC1CCOCC1 (stereo not given)
  A: 3% | B: -5% | C: -11% | D: -20% | E: 0% | F: 8 | G: -7% | H: -2% | I: 11%

> O=C(C1CCC1)N1CCc2cc(S(=O)(=O)N3CCCCC3)ccc21
  A: 0% | B: -6% | C: -12% | D: -11% | E: -1% | F: -1 | G: -10% | H: -12% | I: 0%

> COc1ccc(CNC(=O)c2cnc(C)cn2)cc1
  A: 28µM* | B: -13% | C: -5% | D: 16µM* | E: -3% | F: -1 | G: 21% | H: -7% | I: -9%
